Screening results as filed in PubChem BioAssay.
Fh CTSL1 inh: Fasciola hepatica cathepsin L1 inhibitors, primary screen, counter-screen for PFM18AAP inhibitor project, biochemical, QFRET, fluorogenic peptide substrate. recombinant F. hepatica cathepsin L1, Z-Leu-Arg-MCA fluorescence. inhibition, % at 5.96 µM. 300,000 tested, 0.49% active. AID 1906, 2009;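 active = inhibition above the mean of all tested compounds plus 3 SD, set per screening campaign, cut at about 17% in these data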;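 also: 0% = plate median of test compound wells and 100% = 1 µM Z-Phe-Ala-diazomethylketone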
JMJD2C inh: inhibitors of GASC-1 histone demethylase, primary screen, biochemical, fluorescence, DELFIA europium | inhibition, % at 2.35 µM | AID 2099, 2009 | 330,000 tested, 0.069% active | GST-JMJD2C(1-420) H3K9me3 demethylation;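 active = more than half of a compound's replicate wells show inhibition beyond 50%, single wells judged on their own value; inconclusive = some, but no more than half, of replicates pass 50% inhibition; inactive = no replicate passes 50% inhibition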;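 also: signal counts dimethyl H3K9 product captured on neutravidin plate; 0% = median of DMSO wells and 100% = 0.3 times that DMSO median; strong numbers were not always called active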
Target sequence (Q9H3R0 1-420 limits assumed): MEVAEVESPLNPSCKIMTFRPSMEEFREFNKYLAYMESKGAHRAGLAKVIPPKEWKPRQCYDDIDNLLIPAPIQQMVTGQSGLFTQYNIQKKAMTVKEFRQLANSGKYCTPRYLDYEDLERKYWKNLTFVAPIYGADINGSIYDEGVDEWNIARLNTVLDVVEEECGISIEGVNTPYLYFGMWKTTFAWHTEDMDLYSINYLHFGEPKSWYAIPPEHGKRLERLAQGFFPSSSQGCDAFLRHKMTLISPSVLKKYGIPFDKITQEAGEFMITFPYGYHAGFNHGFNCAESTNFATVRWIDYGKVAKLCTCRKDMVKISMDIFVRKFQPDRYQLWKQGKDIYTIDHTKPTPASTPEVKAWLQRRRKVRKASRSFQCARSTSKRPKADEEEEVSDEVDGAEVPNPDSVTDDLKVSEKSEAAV
TPT1 inhibitor: Candida albicans TPT1 enzyme inhibitors, primary screen, biochemical, fluorescence polarization; tRNA 2'-phosphotransferase TPT1 (Candida albicans SC5314); 300,000 tested, 0.81% active; inhibition, % at 5 µM; recombinant caTPT1, FP RNA substrate dephosphorylation;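 active = inhibition above the mean of all tested compounds plus 3 SD, set per screening campaign, cut at about 24% in these data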;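 also: plate controls were DMSO alone for no effect and ferristatin control at 100 nM for full effect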
PP1 inh: PP1-alpha phosphatase inhibitors, primary screen, counter-screen for PP5 inhibitor project, biochemical, fluorescence, OMFP substrate, single point. Serine/threonine-protein phosphatase PP1-alpha catalytic subunit (Homo sapiens), P62136. purified PP1alpha. inhibition, % at 6.7 µM. 320,000 tested, 0.9% active;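 active = inhibition above the mean inhibition of all tested compounds plus 3 SD, computed separately for each screening campaign, cut at about 15% in these data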
procasp7 counter: procaspase-7 activators, primary screen, counter-screen for procaspase-3 activator project, biochemical, absorbance, HTS, human | recombinant procaspase-7, Ac-DEVD-pNA absorbance 405 nm; D23A/D198A/D206A triple mutant, cannot self-cleave; scale: DMSO 0, 5 µM enzyme 100 | activation, % at 8.5 µM | 330,000 tested, 0.093% active;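 active = percent activation above the screen-wide mean plus 3 SD, cut at about 25% in these data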
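Test system: Procaspase-7 triple mutant (PC-7 D3A). Also added: Ac-DEVD-pNA substrate, 400 µM as added. Schedule: 1 h enzyme–compound preincubation and 2 h substrate reaction, both 25 °C. Signal: p-Nitroaniline absorbance at 405 nm, read at 0 and 120 min. Control set: low DMSO alone, high DMSO plus 5 µM PC-7.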
PP5 inh: PP5 phosphatase inhibitors, primary screen, biochemical, fluorescence. inhibition, % at 6.7 µM. AID 1987, 2009. Serine/threonine-protein phosphatase 5 (Homo sapiens), P53041. purified PP5c, OMFP substrate fluorescence. 320,000 tested, 0.18% active;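 active = inhibition above the campaign's mean inhibition across all tested compounds plus 3 SD, cut at about 9.5% in these data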;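 also: 0% = DMSO only and 100% = 100 µM cantharidin control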
Target sequence (P53041 whole entry, looked up): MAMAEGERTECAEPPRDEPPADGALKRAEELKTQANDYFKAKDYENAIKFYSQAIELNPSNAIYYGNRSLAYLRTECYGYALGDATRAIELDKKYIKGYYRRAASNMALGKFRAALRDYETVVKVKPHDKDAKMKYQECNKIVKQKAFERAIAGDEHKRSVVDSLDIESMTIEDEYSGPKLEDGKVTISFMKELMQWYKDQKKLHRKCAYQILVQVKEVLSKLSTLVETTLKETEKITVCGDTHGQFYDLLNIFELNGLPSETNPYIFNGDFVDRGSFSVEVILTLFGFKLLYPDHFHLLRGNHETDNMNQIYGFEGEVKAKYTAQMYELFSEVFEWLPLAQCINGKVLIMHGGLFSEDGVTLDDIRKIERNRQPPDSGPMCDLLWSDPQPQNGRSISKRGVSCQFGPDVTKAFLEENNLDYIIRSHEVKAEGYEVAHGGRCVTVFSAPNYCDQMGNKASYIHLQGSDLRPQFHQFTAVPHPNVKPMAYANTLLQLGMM
proCasp3 act: activators of human procaspase-3 D3A mutant, primary screen, biochemical, absorbance, PC-3 D3A mutant, single concentration | recombinant procaspase-3 D3A, Ac-DEVD-pNA absorbance 405 nm | activation, % at 8.5 µM | 330,000 tested, 0.11% active;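 active = activation above the mean of all tested compounds plus 3 SD, cut at about 21% in these data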;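 also: 0% = DMSO alone and 100% = DMSO wells spiked with extra 5 µM PC-3 D3A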
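Compound: 8.5 µM single point, 0.8% DMSO / Material: Autoprocessing-dead procaspase-3 D3A mutant enzyme / Timing: 1 h preincubation plus 2 h reaction at 25 °C / Medium: Zinc-free HEPES/NaCl buffer with 0.01% Triton X-100 at pH 7.4 / Technique: 405 nm absorbance of p-nitroaniline, reads at 0 and 120 min / Repeats: one well per compound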
core dimer inh: inhibitors of HCV core protein dimerization, primary screen, biochemical, TR-FRET, high-throughput | 300,000 tested, 0.33% active | inhibition, % at 5 µM | TR-FRET GST/Flag-core106 dimerization, 1536-well | AID 1899, 2009;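 active = inhibition above the mean of all tested compounds plus 3 SD, set per screening campaign, cut at about 45% in these data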
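Material: GST/Flag-tagged HCV core106 proteins. Incubation: 4 h, 22.5 °C incubation. Read-out basis: inhibition (%) from 671 over 617 nm ratio. Measured by: TR-FRET, excitation 340 nm, emission 617 and 671 nm.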
Efflux pump inh: inhibitors of Candida efflux pumps in yeast, primary screen, S. cerevisiae, Nile Red, multiplex; 330,000 tested, 0.44% active; AID 485275, 2010; S. cerevisiae Candida pump triplex; inhibition, % at 10 µM;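 active = plate passing quality check with inhibition over a set limit, or well fluorescence over plate mean plus 4 SD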;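 also: Nile Red retained in pooled yeast measured as flow cytometry median fluorescence; 0% = buffer negative control and 100% = Enniatin B positive control; higher means more Nile Red kept so more efflux inhibition; some compounds called inactive have numbers as strong as hits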
* = called active by the depositor; ? = inconclusive; . = not tested or not shown. Compounds were not picked by outcome; 2.9% or so of the library scored in one or more.

SMILES	Fh CTSL1 inh	JMJD2C inh	TPT1 inhibitor	PP1 inh	procasp7 counter	PP5 inh	proCasp3 act	core dimer inh	Efflux pump inh
COc1ccc(N(C(=O)C2CSC(=O)C2)C(C(=O)NC(C)(C)C)c2ccncc2)cc1 (stereo not given)	-2.8	-32.0	0.0	-0.9	10.4	0.4	2.1	-1.3	-0.1
Cc1c(N=C(N)/N=C(\N)Nc2ccc(Br)cc2)c(=O)n(-c2ccccc2)n1C	0.6	0.1	3.1	2.2	8.4	2.0	7.1	-5.7	0.3
CC(C)c1ccc(NC(=O)CSc2nc3ccsc3c(=O)n2Cc2ccc(C(=O)O)cc2)cc1	1.1	11.5	3.3	8.5	2.2	6.0	-7.3	13.8	0.1
NC(=O)c1ccc(N2CCNC(=O)C2)c([N+](=O)[O-])c1	1.4	3.2	-2.1	-5.8	8.5	-1.1	2.5	1.2	0.1
Cc1c(C(=O)NC(C)C)sc2ncn(CC(=O)N3CCC(C)CC3)c(=O)c12	-3.9	-0.2	1.2	-0.1	8.0	2.5	-2.0	3.3	-0.3
COC(=O)c1ccc(NC(=S)Nc2ccc3ccccc3c2)cc1	0.5	-7.6	-4.8	-1.1	-26.7	-2.1	-16.0	15.2	0.0
Cc1nc2c3cc(Cl)ccc3n(CCN3CCCCC3)c2s1	5.3	21.3	-1.1	-1.7	-0.7	-1.2	2.6	-4.3	0.2
Cc1cc2oc(C(=O)NCc3ccncc3)c(C)c2cc1C	1.3	-0.7	-0.9	-1.6	3.9	4.8	2.6	1.8	0.4
COc1ccc2c(C)c(CC(=O)N3C[C@H]4C[C@@H](C3)c3cccc(=O)n3C4)c(=O)oc2c1OC	2.7	-2.6	2.0	-1.9	8.2	0.6	1.2	-3.4	0.1
Cc1cc(C)c(S(=O)(=O)c2cc(F)ccc2C)c(=O)[nH]1	-3.4	-2.4	-0.2	-1.1	-4.5	0.3	-1.7	1.9	-0.1
CCC(=O)Nc1nnc(-c2ccc(OC)cc2)o1	-3.6	-9.1	-4.8	1.4	-5.7	-0.2	14.5	-2.1	-0.3
O=C(c1nc2ncccn2n1)N1CCc2ccccc2C1	0.8	-16.3	-7.3	-2.2	12.6	0.6	-0.3	-4.1	-0.1
COc1cc(/C=N/NC(=O)CC2C(=O)NN=C2C)ccc1O (stereo not given)	3.3	-4.7	-2.4	-2.1	-5.3	0.1	3.2	-5.7	0.0
c1ccc(-c2nnsc2-c2ncc[nH]2)cc1	0.5	0.2	0.0	1.4	-0.6	-0.3	0.9	-0.5	-0.3
COc1ccc(C2=NOC(C(=O)NCc3cccnc3)C2)cc1OC (stereo not given)	0.5	-1.1	3.4	-1.7	12.2	0.8	1.3	0.8	-0.2
CCn1c(CC(=O)Nc2ccccc2F)nnc1SCC(=O)Nc1nncs1	3.7	9.0	0.1	-2.5	3.1	0.4	5.1	-2.2	-0.4
Cc1nn2c(NCc3ccccn3)cc(C(C)C)nc2c1-c1ccccc1	1.6	14.2	2.6	2.7	4.7	2.3	5.3	-1.4	-0.1
COc1ccc(S(=O)(=O)N2CCN(CC(=O)Nc3cccc(F)c3)CC2)cc1	-4.1	-3.5	2.5	1.3	1.4	6.6	-4.2	-0.3	-0.2
O=C(Nc1nc2ccc(Cl)cc2s1)c1ccco1	1.8	?	-2.1	1.7	16.5	-1.7	-2.4	-0.6	0.0
O=C(COc1ccc(Cl)cc1Br)OCC(=O)c1ccc[nH]1	.	3.4	.	.	-6.6	.	5.4	.	0.0
Cn1nc(C(=O)NCCCN2CCCCC2)c2c1-c1ccccc1S(=O)(=O)C2	1.8	3.6	-0.7	-0.8	4.7	-0.5	4.9	1.1	-0.2
Cc1ccnc(NS(=O)(=O)c2ccc(NC(=O)CN3C(=O)CCC3=O)cc2)n1	-3.2	0.7	0.5	1.2	1.4	1.9	1.7	-15.8	0.2
CN(Cc1nc(Cc2ccccc2F)no1)CC1(N2CCOCC2)CCCCC1	3.4	9.0	1.3	1.9	-0.3	-2.5	1.6	8.0	-0.1
O=C(Nc1ccc(OCC(=O)N2CCC(Cc3ccccc3)CC2)cc1)c1ccco1	2.9	40.4	-4.0	1.7	4.9	0.6	0.7	5.4	0.3
c1ccc2c(c1)sc1nnnn12	2.0	-2.0	-2.9	-2.8	-7.1	-1.9	1.5	0.8	0.0
Continuation:
SMILES	Fh CTSL1 inh	JMJD2C inh	TPT1 inhibitor	PP1 inh	procasp7 counter	PP5 inh	proCasp3 act	core dimer inh	Efflux pump inh
O=C(CSc1nnnn1-c1ccccc1)NCc1ccco1	-0.6	1.8	2.5	-1.9	-5.9	2.2	4.1	2.3	0.0
CCCNC(=O)c1ccc2c(=O)c(O)c(-c3cccc(Br)c3)[nH]c2c1	2.7	10.5	-25.9	-0.2	3.9	4.9	8.3	6.2	-0.2
O=C(NCc1ccccc1F)c1ccncc1	4.5	-12.9	-1.2	-3.6	-3.0	1.2	4.0	-1.9	0.0
CCOC(=O)N1CCN(C(=O)COc2ccc(S(=O)(=O)NC(C)C)cc2)CC1	-0.3	8.7	-2.3	1.0	9.6	0.6	0.9	-8.0	0.1
CCc1nc(SCc2cc(Cl)ccc2OC)n[nH]1	-1.7	-10.4	-2.2	-3.8	2.9	-0.7	1.5	-0.8	0.1
Cc1cccc(-n2nc([N+](=O)[O-])c(N3CCN(C(=O)c4ccco4)CC3)[n+]2[O-])c1	0.6	-20.7	-4.0	0.1	1.2	-1.7	7.7	-0.4	-0.2
COc1ccc(CNC(=O)C2CCN(C(=O)Cc3ccccc3)CC2)cc1	-3.6	3.4	0.4	-1.5	2.4	-0.5	-6.6	8.7	0.0
CCC1Oc2ccccc2N(CC(=O)Nc2ccc(OC)cc2OC)C1=O (stereo not given)	-0.2	-1.9	1.2	-5.0	-0.4	3.0	4.5	-0.3	0.1
COc1ccccc1C(=O)NCCc1nc2ccccc2n1C	-7.9	-4.1	-2.1	-5.5	-0.3	0.4	4.2	-0.4	0.0
Cc1ccc(S(=O)(=O)CCC(=O)OCC(=O)c2ccc(F)cc2)cc1	-43.5	-16.1	2.9	31.4*	-7.7	0.3	-5.8	-3.4	0.3
COc1ccc(C(=O)N/N=C/c2ccc(OC)c(OS(=O)(=O)c3ccccc3)c2)cc1	1.3	-2.7	0.9	-1.5	-3.8	2.2	-3.4	7.2	-0.1
O=C(O)c1cccc(NC(=O)c2cccc(S(=O)(=O)N3CCCCC3)c2)c1	-4.0	3.2	2.7	-0.3	-1.1	1.8	-3.1	1.3	-0.1
CCn1c(SC)nnc1C1CCN(CC(=O)Nc2ccccc2N2CCOCC2)CC1	-3.5	3.7	-1.3	0.8	6.2	3.3	-6.3	-2.6	0.2
Cc1cc(C(=O)Nc2nncs2)oc1C	0.8	8.1	-4.2	1.5	7.9	-0.3	-0.1	-4.2	0.0
O=S(=O)(Cc1ccccc1)Nc1ccccc1	-2.3	-0.4	1.9	-5.0	-4.4	0.4	-0.8	-11.4	0.1
CCN(CC(=O)NCc1ccc(Cl)cc1)C(=O)/C=C/c1ccccc1	-1.0	0.3	-1.2	-3.5	-4.2	3.1	1.2	11.2	0.0
COc1ccccc1NC(=O)Nc1ccccc1Br	0.6	0.1	-2.2	-1.4	9.4	1.3	6.8	0.8	-0.1
O=C(NC1CCCCC1)C1CCN(S(=O)(=O)c2cccs2)CC1	-3.8	10.8	0.2	-5.4	3.5	-2.7	-4.8	1.6	-0.1
Cc1ccc(OCC(=O)Nc2nc(-c3ccccn3)cs2)c(C)c1	4.8	1.6	4.9	43.1*	-8.4	7.2	-10.2	8.5	0.1
CCC/C(O)=C1\C(=O)CC(C)(C)CC1=Nc1cccc([N+](=O)[O-])c1	-3.1	9.3	0.7	-4.6	6.4	-0.3	-9.6	2.2	-0.1
CCOc1ccccc1OCCC(=O)OCC(=O)Nc1c(C)nn(-c2ccccc2)c1C	-9.2	0.2	0.0	-4.8	10.1	-0.6	0.4	2.1	-0.1
CC(=O)N1CCc2cc(S(=O)(=O)NC(C(=O)NC(C)c3ccccc3)C(C)C)ccc21 (stereo not given)	3.9	2.1	0.5	0.2	-4.4	1.1	2.4	-5.3	0.0
COc1ccc(NC(=O)CN(C)S(=O)(=O)c2cccc3nsnc23)cc1	1.3	-21.4	-1.4	-2.3	11.3	-0.2	0.1	2.5	0.2
COc1ccc(CCNc2c([N+](=O)[O-])c(=O)oc3ccccc23)cc1OC	-1.2	-5.1	-2.0	1.4	7.0	-0.5	-5.3	-7.2	0.1
CC(=O)c1ccc(NC(=O)CN2C(=O)NC(C)(c3ccc4c(c3)OCCO4)C2=O)cc1 (stereo not given)	.	0.4	.	1.5	4.2	1.9	4.9	.	0.2
New compounds follow:
SMILES	Fh CTSL1 inh	JMJD2C inh	TPT1 inhibitor	PP1 inh	procasp7 counter	PP5 inh	proCasp3 act	core dimer inh	Efflux pump inh
COc1ccc(S(=O)(=O)NCC2CCCN(Cc3ccc(C)o3)C2)cc1 (stereo not given)	-0.5	-11.4	0.4	-1.7	-5.7	-0.4	-1.0	-0.1	0.4
O=C(COC(=O)Cc1ccc(Cl)cc1)NCc1cccs1	.	0.0	.	.	19.3	.	8.7	.	0.1
O=C(CCSc1nnc2ccccn12)Nc1ccc2c(c1)OCO2	-2.2	1.8	-3.5	-3.8	5.5	4.6	4.3	2.8	-0.1
COc1ccc(NC(=O)c2ccc3ncsc3c2)c2ccccc12	0.2	-2.6	2.7	-1.3	1.0	4.0	-1.2	-5.3	-0.1
Cc1ccc2nc(SCC(=O)N3CCC(C)CC3)nc(=O)n2c1	6.4	3.8	3.7	-4.1	7.8	0.3	4.6	-0.8	-0.1
O=C(COC(=O)c1ccc(Br)o1)NCCc1ccccc1	-8.5	7.7	0.2	-3.0	7.9	-1.5	-2.9	-3.7	-0.1
CN(C)C(=O)c1ccc(NC(=O)COC(=O)C2CCN(S(=O)(=O)c3ccc4c(c3)OCCO4)CC2)cc1	-5.1	-9.1	-1.9	0.6	9.6	0.5	1.9	2.8	-0.1
